FLuc modulator: qHTS profiling assay for firefly luciferase inhibitor/activator using purifed enzyme and Km concentrations of substrates (counterscreen for miR-21 project). purified FLuc, Km substrates, luminescence inhibition. Potency, µM (doses to about 57.5 µM), without a hit: at the top dose activity change, negative = inhibition, usual class: inhibitors. 360,000 tested, 6.9% active. AID 588342, 2011;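 further: potency means the concentration at half of the fitted maximal effect; plate controls were vehicle for no effect and reference inhibitor for full effect; nearly all actives have a fitted effect of over 55% in size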
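Purified P. pyralis luciferase, 10 nM final, with Km-level 10 uM D-luciferin and 10 uM ATP in 50 mM Tris acetate pH 7.5, 10 mM Mg acetate, 0.01% Tween-20, 0.05% BSA; 6-point qHTS titration about 60 µM downward; luminescence read.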
PKM2 activator: qHTS Assay for Activators of Human Muscle isoform 2 Pyruvate Kinase; Pyruvate kinase PKM (Homo sapiens), P14618; purified PKM2, Kinase-Glo ATP luminescence, activation; response scale: 0% is enzyme alone, no compound; 260,000 tested, 0.34% active; Potency, µM (top dose mostly 57.5 µM), without a hit: at the top dose activation, actives largely listed as activators; AID 1631, 2009; further: potency means the concentration at half of the fitted maximal effect; on the % scale 0 is the no-effect control and ±100 the full control effect; nearly all actives have a fitted effect of over 55% in size
Target sequence (P14618 whole entry, looked up, canonical isoform): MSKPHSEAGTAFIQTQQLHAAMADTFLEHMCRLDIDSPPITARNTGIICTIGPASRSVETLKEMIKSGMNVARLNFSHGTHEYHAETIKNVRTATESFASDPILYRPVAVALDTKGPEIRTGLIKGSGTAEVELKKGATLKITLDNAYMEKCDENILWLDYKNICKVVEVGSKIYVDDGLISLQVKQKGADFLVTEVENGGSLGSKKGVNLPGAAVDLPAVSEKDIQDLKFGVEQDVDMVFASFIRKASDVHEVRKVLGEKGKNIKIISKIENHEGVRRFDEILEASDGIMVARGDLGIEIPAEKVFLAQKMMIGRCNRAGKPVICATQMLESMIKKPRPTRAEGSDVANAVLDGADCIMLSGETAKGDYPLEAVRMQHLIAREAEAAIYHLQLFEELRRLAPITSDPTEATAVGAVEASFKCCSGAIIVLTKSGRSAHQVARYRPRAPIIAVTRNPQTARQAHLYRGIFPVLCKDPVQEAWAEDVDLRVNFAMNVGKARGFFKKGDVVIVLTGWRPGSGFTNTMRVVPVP
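Purified hPK-M2 (>95%) run at intermediate activity with 0.1 mM ADP and 0.5 mM PEP in 50 mM imidazole pH 7.2, KCl, MgCl2; 1 h room temperature. ATP formed read by Kinase-Glo luminescence; normalized to uninhibited and no-enzyme controls.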
BRCA1 expr up: qHTS Assay to Identify Small Molecule Activators of BRCA1 Expression; 380,000 tested, 1.1% active; Potency, µM (series often up to 46.1 µM), for inactives: at the top dose activation, usual class: activators; MCF7-BRCA1-FFLuc reporter, luminescence, 48 h; response scale: scaled: vehicle 0%, 10 µM genistein 100%; AID 624202, 2012; further: potency means the concentration at half of the fitted maximal effect; nearly all actives have a fitted effect of over 80% in size; some results filed as inactive show a strong effect at the top dose
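MCF7-BRCA1-FFLuc cells, 2000/well in phenol-red-free MEM, attached 2 h then treated 48 h at 37 C. Luciferase luminescence read 15 min after reagent; normalized to genistein maximum activation (10microM) and DMSO, concentration-response fitted.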
NPC1 prom act: qHTS Assay for NPC1 Promoter Activators. Huh7 NPC1 promoter luciferase reporter, 24 h. Potency, µM (doses to about 9.22 µM), inactives show at the top dose activation, actives largely listed as activators. 320,000 tested, 2.4% active. AID 485313, 2010;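 further: potency means the concentration at half of the fitted maximal effect; % of control where 0% means no effect; nearly all actives have a fitted effect of over 60% in size; reporter is driven by a mutant NPC1 promoter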
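Luciferase expression driven by the NPC1 promoter was measured in stably transfected Huh7 cells after a 24 h compound incubation, using a luciferase reagent and a luminescence read.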
VP16 counter: VP16 counterscreen qHTS for inhibitors of ROR gamma transcriptional activity; AID 2546, 2010; Drosophila S2 Gal4-VP16 UAS-luciferase, luminescence, 20 h; Potency, µM (highest dose often 53.6 µM), without a hit: top-dose activity, negative = inhibition, hits mostly inhibitors; 310,000 tested, 3.5% active;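 further: Gal4-VP16 expression switched on by copper sulfate through the metallothionein promoter; potency means the concentration at half of the fitted maximal effect; on the % scale 0 is the no-effect control and ±100 the full control effect; nearly all actives have a fitted effect of over 50% in size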
p53 reactivator: qHTS assay for re-activators of p53 using a Luc reporter | H1299 p53-A138V BP100-luciferase reporter, luminescence, 24 h | Potency, µM (series often up to 92.2 µM), for inactives: at the highest dose activity change, positive = activation, hits mostly activators | 320,000 tested, 0.063% active; further: potency means the concentration at half of the fitted maximal effect; % of control where 0% means no effect; nearly all actives have a fitted effect of over 45% in size
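H1299 (p53-null), stable ts p53-A138V + BP100-Luc; 1000 cells/well, Opti-MEM/10% FBS; cpd 4 pt, 1:5; 24 h, 37 deg C, 5% CO2; detection reagent 10 min RT; luminescence.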
RORgamma inh: qHTS for inhibitors of ROR gamma transcriptional activity; Nuclear receptor ROR-gamma (Mus musculus), P51450; Drosophila S2 Gal4-RORgamma UAS-luciferase reporter, 20 h; Potency, µM (highest dose often 53.6 µM), for inactives: at the top dose activity change, negative = inhibition, most hits filed as inhibitors; 310,000 tested, 5.4% active; further: potency means the concentration at half of the fitted maximal effect; on the % scale 0 is the no-effect control and ±100 the full control effect; nearly all actives have a fitted effect of over 60% in size
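In this cell-based reporter format, copper sulfate (700 uM final) drives Gal4–ROR gamma fusion expression from a metallothionein promoter in Drosophila Schneider cells; compounds preincubated 1 hr, reporter read after 20 hr at ambient temperature.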
Giardia killer: Small Molecules that selectively kill Giardia lamblia: qHTS; Giardia lamblia trophozoite viability; activity change, % at 7.66 µM, hits read low; 340,000 tested, 0.15% active; AID 540267, 2011; in the data active means activity change below about -80%; inconclusive means between about -30% and that limit;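 further: parasites exposed to compound for two days anaerobically before the ATP read; on the % scale 0 is the no-effect control and ±100 the full control effect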
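Anaerobic 48 hrs incubation at 37 deg C of 100 trophozoites/well with test compounds; ATPLite 1-Step luminescence, 15-30 min RT, reports cellular ATP as viability.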
Menin-MLL TR inh: qHTS Assay for Inhibitors Targeting the Menin-MLL Interaction in MLL Related Leukemias: Competition With Texas Red Labeled MLL-derived Mutant Peptide | O00255 | Menin + Texas Red MLL mutant peptide, fluorescence polarization | Potency, µM (doses to about 61.6 µM), for inactives: at the highest dose FP activity change, negative = inhibition, actives largely listed as inhibitors | 270,000 tested, 0.23% active | AID 1768, 2009; active means well fitted inhibition curve with a large enough effect in the polarisation, with a control signal flat, not every such curve was filed as active; inconclusive means small, poorly fitted or top-dose-only effect, or effect the other way, or a change in a side signal; inactive means no such curve, though single readings can be large or run the other way; the % refers to the polarisation; further: potency means the concentration at half of the fitted maximal effect; % of control where 0% means no effect; many of its hits are not listed in these tables
Target sequence (O00255 whole entry, looked up): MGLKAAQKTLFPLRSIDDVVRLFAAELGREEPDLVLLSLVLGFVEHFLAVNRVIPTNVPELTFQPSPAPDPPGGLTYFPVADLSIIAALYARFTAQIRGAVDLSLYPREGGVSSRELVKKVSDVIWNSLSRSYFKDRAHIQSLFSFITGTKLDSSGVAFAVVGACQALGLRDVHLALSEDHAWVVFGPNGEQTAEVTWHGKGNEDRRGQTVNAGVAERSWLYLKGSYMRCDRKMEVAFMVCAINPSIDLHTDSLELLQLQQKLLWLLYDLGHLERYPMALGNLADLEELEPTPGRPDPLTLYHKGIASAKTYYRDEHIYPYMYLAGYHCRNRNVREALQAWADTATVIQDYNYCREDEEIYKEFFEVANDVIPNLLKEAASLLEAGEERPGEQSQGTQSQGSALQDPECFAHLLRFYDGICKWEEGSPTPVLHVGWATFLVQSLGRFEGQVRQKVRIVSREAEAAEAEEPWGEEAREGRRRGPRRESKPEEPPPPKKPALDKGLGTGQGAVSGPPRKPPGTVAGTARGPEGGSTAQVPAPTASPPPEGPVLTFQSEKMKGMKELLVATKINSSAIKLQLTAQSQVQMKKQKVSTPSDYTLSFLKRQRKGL
ELG1 genotoxic: qHTS screen for small molecules that induce genotoxicity in human embryonic kidney (HEK293T) cells expressing luciferase-tagged ELG1 | 330,000 tested, 1.3% active | Potency, µM (top dose mostly 46 µM), without a hit: at the highest dose activity change, positive = activation, most hits filed as activators | HEK293T ELG1-luciferase reporter, luminescence, 16 h; further: potency means the concentration at half of the fitted maximal effect; % of control where 0% means no effect; nearly all actives have a fitted effect of over 60% in size
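Screening used a luciferase reporter fused to human ELG1 in HEK293T cells. Luminescence was read on a CCD plate imager after 16 hr exposure and 30 min ONE-Glo incubation.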
Rab9 promoter act: qHTS Assay for Rab9 Promoter Activators; Huh7 Rab9 promoter-luciferase reporter, luminescence, 24 h; Potency, µM (highest dose often 9.22 µM), without a hit: at the top dose activation, negative = inhibition, most hits filed as activators; 320,000 tested, 2.8% active; AID 485297, 2010; further: potency means the concentration at half of the fitted maximal effect; % of control where 0% means no effect; nearly all actives have a fitted effect of over 60% in size
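Steps: seed 1500 Huh7 Rab9-luc cells per well, rest 2 h at 37 °C; add compound in DMSO; incubate 24 h; add luciferase reagent, 10 min ambient; read luminescence.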
* = called active by the depositor; u = inconclusive; x = no result given; & = joins results of further samples; [ ] = another dose, or the depositor's remark. Unless noted, the call rests on the fitted dose curve; in most records, active means well fitted curve in the direction sought with a large enough effect; inconclusive means small, poorly fitted or top-dose-only effect, or another doubt; inactive means no such curve, though single readings can be large; an effect the other way counts as inactive or inconclusive.

Order of results – FLuc modulator, PKM2 activator, BRCA1 expr up, NPC1 prom act, VP16 counter, p53 reactivator, RORgamma inh, Giardia killer, Menin-MLL TR inh, ELG1 genotoxic, Rab9 promoter act
1. Cc1nn(C(C)CC(=O)O)c(C)c1C (configuration not stated)
    0.7%, 1.1%, 4.2%, 1.1%, 1.8%, 0.2%, 7.9%, 7.8, 5.8%, 1.4%, 0.7%
2. COC(=O)c1c(NC(=O)C2CC=CCC2C(=O)O)sc(C(N)=O)c1C (configuration not stated)
    -3.2%, -3.4%, -7.1%, 1.9%, 3.0%, -0.1%, 5.9%, 33.3[activator], 6.6%, 3.2%, -7.0%
3. Cn1c(NC(=O)CCc2ccccc2)cc(=O)n(C)c1=O
    13.5µM*, 16.5%, 70.1%, u, -0.4%, u, 40.6%, 0.6, 7.4%, 16.4µM*, 2.82µM*
4. CCOC(=O)c1c(C)[nH]c(C)c1C(=O)COC(=O)CCOc1ccccc1OC
    6.3%, 3.0%, 0.0%, -5.1%, -0.4%, -3.4%, 17.8%, -17.5, 5.0%, -0.7%, -1.7%
5. COc1cc(/C=N/NC(=O)c2cc(-c3ccccc3OC(C)C)nc3ccccc23)ccc1O
    -3.4%, -18.9%, -20.0%, -1.1%, -14.2%, -10.2%, u, -7.5, 8.9%, -6.8%, -0.2%
6. O=C(Nc1nc(-c2cc(Cl)sc2Cl)cs1)c1ccc(Br)s1
    0.0%, 0.1%, -47.0%, -2.3%, 6.9%, -2.6%, -13.5%, 8.4, u, 3.0%, -5.2%
7. OC(COCCC12CC3CC(CC(C3)C1)C2)CN1CCCC1 (configuration not stated)
    0.7%, 2.1%, -31.4%, 2.0%, -26.0%, 0.4%, u, 5.8, u, -3.8%, -5.0%
8. COc1ccc(CNC(=O)C2CCCN(S(=O)(=O)c3ccc4c(c3)CCCN4C(C)=O)C2)cc1 (configuration not stated)
    0.3%&1.6%, -4.6%, -30.8%, -6.5%, -7.7%, -2.2%, 3.4%, 27.4, -1.3%, -4.4%, -7.6%
9. O=c1[nH]c(-[n+]2ccccc2)c(/C=N/NC([S-])=Nc2ccccc2)s1
    1.7%, 0.5%, -5.9%, 1.9%, -1.2%, -0.5%, -24.7%, 7.9, x, -3.4%, -3.4%
10. CCOc1ccc(N=C(C)C2=C(O)c3ccccc3C2=O)cc1
    1.35µM*, 0.7%, u, 0.794µM*, -18.8%, 10.7%, -18.9%, -1.7, x, u, 1.26µM*
11. COc1ccccc1N=NC1C(=O)N(C(N)=S)N=C1C (configuration not stated)
    u, 0.2%, 3.1%, -1.5%, 3.16µM*, x, u, 15.5, -1.2%, -4.9%, 0.7%
12. COc1ccc(CC2NCCC3(O)CCCCC23)cc1 (configuration not stated)
    -1.1%, -11.4%, -2.1%, 2.4%, -3.9%, -6.7%, -16.5%, -6.0, 8.9%, 1.8%, 2.7%
13. CC(=O)c1ccc(N(C(=O)CNC(=O)c2ccco2)C(C(=O)NC2CCCC2)c2ccncc2)cc1 (configuration not stated)
    -1.1%, x, 18.2%, -5.1%, 6.1%, 1.0%, 0.5%, -0.7, -17.1%, -2.4%, -1.0%
14. Cc1ccc(NC(=O)COc2ccc(-n3ccnc3)cc2)cc1Cl
    -2.0%, 1.4%, -13.1%, -1.2%, -2.9%, -0.9%, 15.3%, 5.0, -19.3%, -12.7%, -4.0%
15. O=C(CCc1nc2sc3c(c2c(=O)[nH]1)CCCC3)NCCc1ccccc1
    -0.8%, x, 13.1%, -3.3%, x, 10.7%, x, 46.2[activator], x, 2.7%, 6.2%
16. Cc1ccc(C(=O)c2oc3ccccc3c2NC(=O)c2cc(-c3cc(C)ccc3O)n[nH]2)cc1
    -3.9%, 4.4%, -8.7%, -3.8%, -6.2%, 2.3%, u, -19.1, x, 16.9%, -7.5%
17. CCOc1ccc(Br)cc1S(=O)(=O)Nc1ccccc1N1CCOCC1
    4.2%, 18.8%, -34.4%, 0.3%, u, -6.2%, 0.6%, -2.5, 15.5%, -7.0%, 5.7%
18. COc1ccc(-c2nc(CCNC(=O)c3ccc(Br)o3)cs2)cc1
    u, -1.8%, -19.9%, -1.1%, -23.9%, -2.9%, u, -2.4, 3.0%, 0.7%, -7.2%
19. CN(Cc1ccc(C(F)(F)F)cc1)C(=O)c1ccc(Oc2ccccc2)cc1
    -2.3%, x, -38.3%, -5.3%, 0.0%, 4.0%, 0.1%, -17.7, u, -6.2%, -1.0%[1.84 µM]
20. O=C(NC(=S)Nc1ccc(Oc2ccc(Cl)cc2)cc1)c1ccccc1
    0.8%, 0.9%, -25.2%, -1.4%, 7.94µM*, -6.4%, 3.55µM*, -12.6, -10.1%, -8.7%, -4.3%

Later entries.
Order of results – FLuc modulator, PKM2 activator, BRCA1 expr up, NPC1 prom act, VP16 counter, p53 reactivator, RORgamma inh, Giardia killer, Menin-MLL TR inh, ELG1 genotoxic, Rab9 promoter act
21. CN(Cc1ccco1)S(=O)(=O)c1cc(F)ccc1CN1C(=O)c2cccnc2C1=O
    1.7%, 1.4%, 9.4%, -1.9%, -4.3%, 3.0%, -19.5%, -11.7, 17.6%, -0.1%, -4.4%
22. COc1ccc(C2=NN(C(=O)CN3CCCC3)C(c3ccc(OC)cc3)C2)cc1 (configuration not stated)
    -2.8%, 0.2%, 0.0%, 3.7%, -1.0%, 4.8%, -10.8%, -2.2, x, 3.3%, -0.6%
23. O=C(O)/C=C\C(=O)Nc1cc(O)ccc1[N+](=O)[O-]
    -5.1%, -9.4%, 3.4%, 2.4%, 2.3%, 5.5%, 0.4%, -13.1, x, -2.2%, -7.9%
24. O=C(Nc1cccc(S(=O)(=O)N2CCCCCC2)c1)C1CCC1
    4.7%, x, 1.8%, -1.9%, x, -4.1%, x, -13.6, x, -1.4%, -3.5%
25. CCNC(=S)N1CCC(c2nc3ccccc3s2)CC1
    0.2%, 0.8%, 6.9%, 5.7%, 12.0%, 0.0%, 32.8%, -1.4, 17.4%, -6.9%, -1.8%
26. CCOC(=O)CSc1nc2cc(C(=O)N3CCC(C(N)=O)CC3)ccc2c(=O)n1C1CCCCC1
    -0.2%, 1.0%, 25.0%, -0.2%, 1.0%, -2.3%, 6.1%, -7.3, -10.2%, 2.4%, -4.2%
27. CCN(CC)CCn1c(=S)[nH]c2cc(Cl)ccc2c1=O
    6.9%, -1.3%, 0.5%, -6.9%, u, -0.7%, 12.6µM*, -2.4, 10.1%, 1.2%, -8.4%
28. N#C/C(=C\c1cccnc1)c1nc2ccccc2[nH]1
    u, 9.1%, -55.9%, -29.9%, -13.6%, 4.9%, u, 1.7, x, 7.7%, -14.7%
29. Cc1ccc(Oc2ccccc2/C=C/C(=O)O)cc1
    -1.9%, -0.7%, 0.4%, -1.3%, -5.7%, 5.8%, 12.6%, 17.5, 1.0%, 0.3%, 7.7%
30. Cc1ccc(-c2nc(C3CCN(S(=O)(=O)c4ccc(C(C)(C)C)cc4)CC3)no2)cc1
    -5.9%, -3.3%, 2.2%, 0.1%, -8.2%, -4.6%, -41.1%, 7.3, -9.9%, -8.6%, -9.4%
31. CC(=O)c1cccc(NC(=O)c2ccc(OC3CSC3)cc2)c1
    u, 0.3%, 28.2%, 22.0%, -6.4%, 2.6%, -23.9%, -13.3, 8.9%, -10.8%, 28.9%
32. CC(=O)N=c1c(C#N)cc2c(=O)n3cccc(C)c3nc2n1CCCOC(C)C
    1.2%, -11.2%, -14.9%, -2.7%, u, 5.3%, -42.9%, -0.8, x, -3.6%, -1.9%
33. O=Cc1c(N2CCC3(CC2)OCCO3)nc2ccccn2c1=O
    3.6%, -4.8%, -34.6%, -1.7%, -11.6%, 0.5%, -3.8%, 5.0, x, 0.4%, 8.8%
34. COc1cc(/C=N/NC(=O)c2ccccc2)ccc1O
    u, 14.6%, 0.6%, -0.6%, 2.3%, 3.8%, -16.2%, 1.4, -4.4%, u, 27.4%
35. CN(C)c1ccc(C(c2ccc(N(C)C)cc2)c2ccc([N+](=O)[O-])cc2)cc1
    5.6%, -0.7%, 2.4%, -2.8%, 3.0%, -1.3%, 0.1%, -4.7, -27.1%, -6.4%, -1.0%

Bioassay records deposited in PubChem by National Center for Advancing Translational Sciences (NCATS).

Only part of the results is shown; count on the stated rates, not on these rows.
